RGS8-Gao reg = RGS8-Galphao binding modulators, primary screen, biochemical, multiplexed bead flow cytometry | response (percent of control binding), % at 10 µM | Guanine nucleotide-binding protein G(o) subunit alpha (Homo sapiens), P09471 | actives lie on both sides | 0.34% of 220,000 active; in the data active means response below about 60% or above about 140%; inactive means in between;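 further: Galphao activated as the GDP aluminium fluoride complex binding bead-coupled RGS8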
GSH bead fluor = compound fluorescence on glutathione beads, profiling panel, artefact control, biophysical, 488/530 nm, flow cytometry. fluorescence (KMESF) at 10 µM. 0.25% of 190,000 active. GSH beads flow cytometry, compound fluorescence 488/530 nm; active compounds read high. AID 1776, 2009; in the data active means fluorescence above about 89;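 further: glutathione beads carrying GST-tagged Bcl family fusion proteins plus one bare bead set; values are compound well signal with DMSO vehicle wells as background; inactives centre near 16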
RGS4-Gao reg = modulators of RGS4 binding to Galphao, primary screen, biochemical, multiplexed bead flow cytometry | AID 1415, 2008 | 0.33% of 220,000 active | actives lie on both sides | binding response (% of control), % at 10 µM; in the data active means binding response below about 49% or above about 150%; inactive means in between;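 further: fluorescent Galphao activated with aluminum fluoride binding bead-coupled RGS4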
Bcl-B Bim block = inhibitors of Bim-Bcl-B binding, primary screen, biochemical, multiplexed, human Bcl-2 family; 0.073% of 190,000 active; inhibition, % at 10 µM; bead-based flow cytometry, Bim peptide-Bcl-B binding;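 further: 0% = tracer peptide without compound and 100% = reference inhibitor peptide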
ABCB1 block = ABCB1 efflux pump inhibitors, primary screen, cell-based, multiplex, flow cytometry, ABCG2 counter-screen; inhibition, % at 6.6 µM; CCRF-Adr cells, JC-1 efflux; 0.067% of 190,000 active; in the data active means inhibition above about 40%;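 further: 0% = vehicle and 100% = reference inhibitor; higher value means more JC-1 retained so stronger ABCB1 efflux block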
Target sequence (P08183 whole entry, looked up): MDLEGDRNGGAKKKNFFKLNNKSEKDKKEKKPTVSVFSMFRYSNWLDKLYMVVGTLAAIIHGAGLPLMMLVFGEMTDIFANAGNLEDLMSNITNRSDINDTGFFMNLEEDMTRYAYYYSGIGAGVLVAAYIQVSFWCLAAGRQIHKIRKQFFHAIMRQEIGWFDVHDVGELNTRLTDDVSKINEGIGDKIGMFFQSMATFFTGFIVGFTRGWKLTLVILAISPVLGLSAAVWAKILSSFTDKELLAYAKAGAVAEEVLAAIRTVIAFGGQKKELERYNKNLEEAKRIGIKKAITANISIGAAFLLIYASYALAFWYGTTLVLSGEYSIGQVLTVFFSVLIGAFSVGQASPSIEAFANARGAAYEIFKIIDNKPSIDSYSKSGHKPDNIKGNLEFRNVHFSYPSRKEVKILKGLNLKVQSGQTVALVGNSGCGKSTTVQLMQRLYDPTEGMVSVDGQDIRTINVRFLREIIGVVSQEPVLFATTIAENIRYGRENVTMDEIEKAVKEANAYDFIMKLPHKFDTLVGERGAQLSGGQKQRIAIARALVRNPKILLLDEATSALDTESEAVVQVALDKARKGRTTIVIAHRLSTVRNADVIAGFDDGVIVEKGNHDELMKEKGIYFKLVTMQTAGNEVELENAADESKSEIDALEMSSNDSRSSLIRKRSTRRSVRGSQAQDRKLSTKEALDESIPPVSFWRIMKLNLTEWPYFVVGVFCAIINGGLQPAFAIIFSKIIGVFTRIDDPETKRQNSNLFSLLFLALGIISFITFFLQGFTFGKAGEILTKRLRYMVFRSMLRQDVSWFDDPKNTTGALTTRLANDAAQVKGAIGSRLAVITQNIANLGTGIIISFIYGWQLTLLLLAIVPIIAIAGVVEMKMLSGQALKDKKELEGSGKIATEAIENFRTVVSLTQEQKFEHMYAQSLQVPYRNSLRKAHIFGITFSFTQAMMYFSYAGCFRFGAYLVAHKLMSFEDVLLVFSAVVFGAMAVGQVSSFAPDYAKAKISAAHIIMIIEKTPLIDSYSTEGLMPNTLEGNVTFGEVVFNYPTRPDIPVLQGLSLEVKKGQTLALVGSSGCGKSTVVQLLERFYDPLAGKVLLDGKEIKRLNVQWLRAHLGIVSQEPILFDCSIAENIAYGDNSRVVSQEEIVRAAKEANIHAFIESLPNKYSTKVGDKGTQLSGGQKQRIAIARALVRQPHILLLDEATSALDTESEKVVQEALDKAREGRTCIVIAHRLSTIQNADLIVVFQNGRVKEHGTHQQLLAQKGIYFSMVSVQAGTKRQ
ABCG2 block = ABCG2 efflux pump inhibitors, primary screen, multiplex with ABCB1, IgMXP3 cells, flow cytometry. JC-1 efflux. inhibition, % at 6.6 µM. 0.1% of 190,000 active;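 active means inhibition above 80%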;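 further: 0% = DMSO and 100% = nicardipine control wells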
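test system = two drug-resistant human cell lines, ABCG2 and ABCB1 | amount = 3 million cells/mL final, two lines in 1:1 ratio | reagent = JC-1 transporter substrate | doses = one concentration, 6.6 µM final | incubation = 10 min at 25 °C | signal = flow cytometric JC-1 green MFI at 530 nm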
RGS7-Gao reg = RGS7-Galphao binding modulators, primary screen, biochemical, multiplexed bead flow cytometry | actives lie on both sides | 0.35% of 220,000 active | Guanine nucleotide-binding protein G(o) subunit alpha (Homo sapiens), P09471 | binding response (% of control), % at 10 µM; in the data active means binding response below about 49% or above about 150%; inconclusive means no clear call, values can overlap the other calls; inactive means in between;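 further: fluorescent Galphao held in activated GDP-AlF4 state binding bead-coupled RGS7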
Bim-Bcl-2 = inhibitors of Bim-Bcl-2 binding, primary screen, biochemical, multiplexed, human Bcl-2 family; Apoptosis regulator Bcl-2 (Homo sapiens), P10415; Bead-based flow cytometry, Bim peptide-Bcl-2 binding; inhibition, % at 10 µM; 0.06% of 190,000 active; in the data active means inhibition above about 40%; inconclusive means no clear call, values can overlap the other calls;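 further: 0% = no compound wells with probe peptide and 100% = reference peptide inhibitor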
Bcl-XL Bim block = inhibitors of Bim-Bcl-XL binding, primary screen, biochemical, multiplexed, bead flow cytometry, human Bcl-XL; Bcl-2-like protein 1 (Homo sapiens), Q07817; Bim peptide-Bcl-XL binding, fluorescence; inhibition, % at 10 µM; 0.04% of 190,000 active
Bfl-1 Bim block = inhibitors of Bim binding to Bfl-1, primary screen, biochemical, multiplexed, bead-based flow cytometry; Bim-Bfl-1 binding inhibition; Bcl-2-related protein A1 (Homo sapiens), Q16548; inhibition, % at 10 µM; 0.12% of 190,000 active;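 further: 0% = wells without compound plus tracer and 100% = blocker peptide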
Bcl-W Bim block = inhibitors of Bim binding to Bcl-W, primary screen, biochemical, multiplexed, bead-based flow cytometry; Bcl-2-like protein 2 (Homo sapiens), Q92843; Bim peptide-Bcl-W binding; inhibition, % at 10 µM; 0.02% of 190,000 active; AID 952, 2007;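 further: 0% = bound tracer without compound and 100% = peptide blocker; higher means less fluorescent Bim peptide bound to Bcl-W beads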
* hit, by the source's call; ? = inconclusive. Unless noted, no stated cut-off is given here; in the data, active means inhibition above about 40%.

SMILES	RGS8-Gao reg	GSH bead fluor	RGS4-Gao reg	Bcl-B Bim block	ABCB1 block	ABCG2 block	RGS7-Gao reg	Bim-Bcl-2	Bcl-XL Bim block	Bfl-1 Bim block	Bcl-W Bim block
C=CCn1c(=S)[nH]c2ccc(Br)cc2c1=O	101	13	100	2	0.0	1	98	4	1	0	0
CCCCn1nc2cc(C(=O)NCc3cc(C(F)(F)F)cc(C(F)(F)F)c3)ccc2c1OCC	98	53	100	-8	1.1	10	106	-7	11	-10	0
Cc1c(NC(=O)C(C)OC(=O)CCC2CCCC2)c(=O)n(-c2ccccc2)n1C (stereo not given)	102	7	104	-4	0.3	4	100	-3	-3	-7	0
CC(=O)c1cc(C#N)c(Oc2cc(C)cc(C)c2)nc1C	101	12	102	-3	0.8	4	103	-2	0	-2	-4
CC(=O)c1cccc(NC(=O)C(CC(C)C)NC(=O)C2CCCCC2)c1 (stereo not given)	102	20	99	-4	0.8	5	99	-2	-3	-4	-4
CCOC(=O)N1CCN(Cc2nc3c(c(=O)[nH]c(=O)n3C)n2Cc2ccccc2C)CC1	98	17	104	-3	0.5	0	100	0	-1	0	-3
Cc1c(C(=O)Nc2ccc(S(N)(=O)=O)cc2)oc2ccc(Cl)cc12	105	17	108	-4	0.6	1	109	-1	-2	-4	0
CCOc1ccc(C(=O)N/N=C(/C)C2C(=O)c3ccccc3C2=O)cc1	99	8	99	2	-0.8	-3	96	0	1	0	1
Nc1cc(=O)[nH]c(SCC(=O)Nc2ccc(F)c(Cl)c2)n1	99	46	98	-8	0.2	1	98	-2	-5	-9	5
O=C(CCCCCN1C(=O)c2cccc3cccc(c23)C1=O)N1CCOCC1	91	6	84	-7	11	10	83	0	-4	0	-3
COc1ccc(Nc2nc(C(=O)NCCCN3CCOCC3)cs2)cc1	101	8	98	2	0.6	4	95	-1	-4	-2	-2
COc1ccccc1N1C(=O)C2ON(c3ccccc3)C(c3ccc(N(C)C)cc3)C2C1=O (stereo not given)	99	10	100	9	1.4	0	103	11	14	9	6

Another view of part of the listing above:
Values in the order – RGS8-Gao reg, GSH bead fluor, RGS4-Gao reg, Bcl-B Bim block, ABCB1 block, ABCG2 block, RGS7-Gao reg, Bim-Bcl-2, Bcl-XL Bim block, Bfl-1 Bim block, Bcl-W Bim block
- C=CCn1c(=S)[nH]c2ccc(Br)cc2c1=O
 : 101, 13, 100, 2, 0.0, 1, 98, 4, 1, 0, 0
- CCCCn1nc2cc(C(=O)NCc3cc(C(F)(F)F)cc(C(F)(F)F)c3)ccc2c1OCC
 : 98, 53, 100, -8, 1.1, 10, 106, -7, 11, -10, 0
- Cc1c(NC(=O)C(C)OC(=O)CCC2CCCC2)c(=O)n(-c2ccccc2)n1C (stereo not given)
 : 102, 7, 104, -4, 0.3, 4, 100, -3, -3, -7, 0
- CC(=O)c1cc(C#N)c(Oc2cc(C)cc(C)c2)nc1C
 : 101, 12, 102, -3, 0.8, 4, 103, -2, 0, -2, -4
- CC(=O)c1cccc(NC(=O)C(CC(C)C)NC(=O)C2CCCCC2)c1 (stereo not given)
 : 102, 20, 99, -4, 0.8, 5, 99, -2, -3, -4, -4
- CCOC(=O)N1CCN(Cc2nc3c(c(=O)[nH]c(=O)n3C)n2Cc2ccccc2C)CC1
 : 98, 17, 104, -3, 0.5, 0, 100, 0, -1, 0, -3
- Cc1c(C(=O)Nc2ccc(S(N)(=O)=O)cc2)oc2ccc(Cl)cc12
 : 105, 17, 108, -4, 0.6, 1, 109, -1, -2, -4, 0
- CCOc1ccc(C(=O)N/N=C(/C)C2C(=O)c3ccccc3C2=O)cc1
 : 99, 8, 99, 2, -0.8, -3, 96, 0, 1, 0, 1
- Nc1cc(=O)[nH]c(SCC(=O)Nc2ccc(F)c(Cl)c2)n1
 : 99, 46, 98, -8, 0.2, 1, 98, -2, -5, -9, 5
- O=C(CCCCCN1C(=O)c2cccc3cccc(c23)C1=O)N1CCOCC1
 : 91, 6, 84, -7, 11, 10, 83, 0, -4, 0, -3
- COc1ccc(Nc2nc(C(=O)NCCCN3CCOCC3)cs2)cc1
 : 101, 8, 98, 2, 0.6, 4, 95, -1, -4, -2, -2

(next part)
SMILES	RGS8-Gao reg	GSH bead fluor	RGS4-Gao reg	Bcl-B Bim block	ABCB1 block	ABCG2 block	RGS7-Gao reg	Bim-Bcl-2	Bcl-XL Bim block	Bfl-1 Bim block	Bcl-W Bim block
COCC(=O)OCC(=O)N1N=C(c2ccc(Cl)cc2)CC1c1ccco1 (stereo not given)	106	16	101	-2	0.1	0	104	0	-1	-4	0
COc1ccc(CC(=O)NC2CCN(CC(=O)Nc3ccc4c(c3)OCCO4)CC2)cc1OC	104	35	102	-7	0.0	0	99	-9	-4	-11	2
CC(O)C(NC=C1C(=O)OC(C)(C)OC1=O)C(=O)O (stereo not given)	97	12	92	-1	0.6	0	87	-1	-3	-2	-8
COc1cc(NC(=S)Nc2ncccc2C)cc(OC)c1OC	100	19	100	-3	1.0	6	92	1	-1	2	0
COc1ccc(CN(C(=O)c2ccc(-c3ccccc3)[nH]2)C(C(=O)NC(C)(C)C)c2ccncc2)cc1 (stereo not given)	99	13	96	-5	-0.5	-2	93	0	-1	-3	-1
CC1=C(C(=O)OCCOc2ccccc2)C(c2ccc(C)o2)C2=C(CC(C)(C)CC2=O)N1 (stereo not given)	102	22	96	-6	1.7	30	98	-6	-1	-5	0
COc1ccccc1C1(CC(=O)O)CCOC(C(C)C)C1 (stereo not given)	102	18	101	-1	0.7	4	102	-3	-1	-1	-2
COc1cc(C(=O)NCC(=O)N/N=C/c2cccs2)cc(OC)c1OC	102	13	98	-7	0.1	3	100	-2	-3	-14	-2
COc1ccc(S(=O)(=O)N(C)C)cc1NCC(=O)Nc1ccc(F)cc1F	104	8	102	-5	0.5	3	103	0	-2	2	-2
Cc1cccc(NC(=O)CO/N=C/c2ccc3c(c2)OCO3)c1	100	18	100	-13	0.3	6	98	-9	-8	-14	-6
CCn1c(NC(=O)C2CCCCC2)nc2ccccc21	100	22	100	-3	0.9	4	98	17	-1	0	-1
O=C(Nc1ccc(N2CCOCC2)cc1N1CCOCC1)c1ccco1	99	12	95	-2	2.1	2	98	-5	-3	1	-4
Cc1cc(=O)oc2c1c(C)nn2-c1ccc(Br)cc1	103	12	101	0	1.0	16	98	5	-1	0	2
CN1CCN(c2ccc(S(=O)(=O)N3CCCCC3)cc2NC(=O)c2cccc([N+](=O)[O-])c2)CC1	101	12	100	-5	1.1	8	?	-5	-2	-8	-2
O=C(CN1CCN(S(=O)(=O)c2ccc(Br)cc2)CC1)Nc1ccccc1F	101	31	99	-8	0.1	1	98	-8	-2	-11	-1
COCCN1C(=O)N(c2cccc(C)c2)C(=O)C1CC(=O)Nc1ccc(F)cc1 (stereo not given)	103	10	101	0	0.1	0	105	1	0	0	-1
COc1ccccc1C(=O)NN1C(=O)C2C3C=CC(O3)C2C1=O (stereo not given)	96	22	100	0	0.1	1	100	-2	0	-2	-2
O=C(NCc1ccc(Cl)cc1)c1ccc(-n2cccn2)nc1	102	12	99	-2	0.3	2	100	0	-2	-6	0
CCCCN(CCCC)CP(=O)(c1ccccc1)c1ccccc1	123	49	110	-1	0.9	5	105	-3	-1	-2	-4
CN(C)c1nc(NCc2ccccc2)nc(N/N=C/c2ccccc2F)n1	105	13	102	-4	0.3	1	102	-3	-1	-3	-1
CCOC(=O)N1CCN(c2nc(C)cc(C(F)(F)F)n2)CC1	103	32	108	-5	0.8	2	112	-5	-6	-11	-1
Cc1sc(NC(=O)CN(C)C2CCCCC2)nc1-c1ccc2c(c1)CCN2S(=O)(=O)c1ccccc1	82	53	98	-4	1.5	1	94	-4	1	-5	-4
CC(C)NC(=O)CSc1nnc(-c2ccc(C(C)(C)C)cc2)n1C	100	27	101	-3	0.5	0	101	0	-11	4	-6
COc1ccc(C(=O)N/C(=C\c2ccco2)C(=O)NCCCn2ccnc2)cc1	100	9	95	-7	0.8	7	98	-8	-7	-21	-3
O=C(CSc1nnc(-c2ccncc2)o1)N1CCCC1	119	58	103	-1	-0.4	1	107	-1	-1	2	1
Cc1nc(SCC(=O)c2cccs2)c2oc3ccccc3c2n1	95	56	98	-9	0.2	0	102	-7	-2	-10	3
CC(C)(C)c1csc(NC(=O)CSc2nc3ccccc3c(=O)[nH]2)n1	101	17	104	-3	0.3	0	102	-1	-4	0	-2
O=C(NC1CCN(Cc2ccccc2)CC1)c1ccc2c(c1)[nH]c(=O)n2Cc1ccc(F)cc1	102	12	98	-2	1.0	22	99	-5	-2	-5	0
CC(C)c1cc[n+](-c2nc([O-])sc2C=O)cc1	97	15	98	0	0.2	0	96	1	2	2	0
CCCCN1C(=O)C(O)=C(C(C)=O)C1c1ccc(OC)cc1OC (stereo not given)	102	31	101	-9	0.4	2	100	-14	-9	-15	-1
COc1ccc(/C=C/c2nc(-c3ccccc3O)n(-c3ccccc3)n2)cc1	100	9	99	-8	0.2	2	104	-6	-7	-18	-3
COc1ccccc1Cn1c(=O)c2ccccc2n2c(SCc3csc(C)n3)nnc12	103	26	104	-12	2.6	4	107	-10	-6	-5	-3
CC(=O)c1ccc(OC(=O)CCN2c3ccccc3Sc3ccccc32)cc1	100	9	101	2	0.2	2	102	7	0	14	0
CC[C@H](C)[C@H](NC(=O)[C@H](Cc1ccc(O)cc1)NC(=O)[C@@H](N)C(C)C)C(=O)N[C@@H](Cc1cnc[nH]1)C(=O)N1CCC[C@H]1C(=O)N[C@@H](Cc1ccccc1)C(=O)O	103	22	101	-6	-0.3	0	99	0	-3	-1	-3
Cc1cccc(C)c1OCC(=O)Nn1c(C)nc2ccccc2c1=O	105	7	108	2	0.4	2	108	2	0	1	2
CCOC(=O)Cc1c(C)c2c(O)cc(O)cc2oc1=O	98	12	98	-7	0.4	2	98	-6	0	-10	2
Cc1ccc(CN2CCN(Cc3cccc4c3OCO4)CC2CCO)cc1 (stereo not given)	96	16	96	-1	1.0	1	98	-5	0	-5	-1
S=C(NNc1ccnc2cc(Cl)ccc12)Nc1ccccc1Cl	99	8	100	-7	-1.7	-17	99	0	-1	3	1

Bioassay records from PubChem.
